Bioassay records as filed in PubChem.
DT40 TDP1 no CPT – qHTS for Inhibitors of human tyrosyl-DNA phosphodiesterase 1 (TDP1): qHTS in cells in absence of CPT; DT40 Tdp1-/- hTDP1 cells, no CPT, ATP luminescence, 48 h; Potency, µM (highest dose often 46.2 µM), for inactives: top-dose activity change, negative = growth inhibition, most hits filed as inhibitors; AID 686978, 2013; 420,000 tested, 15% active; also: nearly all actives have a fitted effect of over 55% in size
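Compound effects on proliferation are scored in DT40 Tdp1-/-;hTDP1 cells in the absence of CPT. ATP levels (CellTiter-Glo luminescence) are recorded after a ≥48 hr, 37 °C incubation.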
TDP1 cell CPT – qHTS for Inhibitors of human tyrosyl-DNA phosphodiesterase 1 (TDP1): qHTS in cells in presence of CPT; chicken DT40 Tdp1-/-;hTDP1 cells + 20 nM CPT, ATP luminescence, 48 h; Potency, µM (doses to about 46.2 µM), inactives show top-dose activity change, negative = growth inhibition, hits mostly inhibitors; 420,000 tested, 12% active; AID 686979, 2013; also: nearly all actives have a fitted effect of over 55% in size
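Chicken DT40 Tdp1-/- cells stably complemented with human TDP1 were seeded at 400 cells/well in medium containing 20 nM camptothecin, exposed to pin-transferred compounds, and grown at 37 °C for at least 48 hr. Viability was read as ATP luminescence.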
TDP1 inh – qHTS Assay for Inhibitors of Tyrosyl-DNA Phosphodiesterase (TDP1). 350,000 tested, 0.28% active. Tyrosyl-DNA phosphodiesterase 1 (Homo sapiens), Q9NUW8. recombinant TDP1, AlphaScreen DNA substrate cleavage. Potency, µM (titrated, usually from 130 µM), for inactives: at the top dose activity change, negative = inhibition, hits mostly inhibitors; also: nearly all actives have a fitted effect of over 40% in size
Target sequence (Q9NUW8 whole entry, looked up): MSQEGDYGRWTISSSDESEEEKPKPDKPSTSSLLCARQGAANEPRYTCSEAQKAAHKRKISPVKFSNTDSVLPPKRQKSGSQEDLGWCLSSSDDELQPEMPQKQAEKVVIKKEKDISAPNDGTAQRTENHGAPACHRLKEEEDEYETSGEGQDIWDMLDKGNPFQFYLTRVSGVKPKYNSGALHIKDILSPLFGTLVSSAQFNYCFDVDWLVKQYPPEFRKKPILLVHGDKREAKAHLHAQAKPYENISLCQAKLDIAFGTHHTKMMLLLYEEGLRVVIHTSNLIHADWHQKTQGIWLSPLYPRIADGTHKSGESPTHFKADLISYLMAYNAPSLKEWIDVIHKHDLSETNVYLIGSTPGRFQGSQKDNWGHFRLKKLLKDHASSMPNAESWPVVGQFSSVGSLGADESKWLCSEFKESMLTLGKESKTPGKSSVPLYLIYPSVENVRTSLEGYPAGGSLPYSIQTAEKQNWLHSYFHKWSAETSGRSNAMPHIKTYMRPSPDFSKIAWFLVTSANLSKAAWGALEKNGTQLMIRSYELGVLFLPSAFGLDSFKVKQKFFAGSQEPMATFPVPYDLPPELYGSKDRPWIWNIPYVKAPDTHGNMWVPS
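E. coli-derived human Tdp1, 1 nM final. Cpd preinc 15 min RT; substrate 15 nM final, 5 min RT; AS bead mix 10 ug/ml final, 10 min RT. Signal loss = tyrosine-FITC cleavage. No-enzyme wells = max signal.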
* hit, by the source's call; u = inconclusive; x = not tested or not shown; & = joins results of further samples; [ ] = remark or other dose. Calls follow the shape of the dose curve; as a rule, active = well fitted curve in the direction sought with a large enough effect; inconclusive = small, poorly fitted or top-dose-only effect, or another doubt; inactive = no such curve, though single readings can be large; an effect the other way counts as inactive or inconclusive. % is scaled to controls: 0 for no effect and ±100 for the full control effect; potency is read from the fitted curve at half-maximal effect.

SMILES	DT40 TDP1 no CPT	TDP1 cell CPT	TDP1 inh
Cc1nn(-c2cccc(C(F)(F)F)c2)c(Cl)c1/C=N/Nc1cccc(C(=O)O)c1	-4%	-24%	8%
CC1CN(C(=S)Nc2ccc(Cl)cc2)CC(C)O1 (configuration not stated)	13%	-5%	3%
COc1ccc(-n2c(=O)c(C)nc3cnc(Oc4cccc(Cl)c4)nc32)cc1	u	u	x
OCCCNc1nc(-c2ccccc2)c2cc(Br)ccc2n1	u	u	x
C=CCNC(=O)c1ccc2c3n(nc2c1)-c1ccccc1CO3	23µM*	15µM*	4%
O=C(NCCN1CCOCC1)Nc1ccccc1	-13%	2%	5%
CC1CC(C)(C)OC(c2ccc(C(C)C)cc2)O1 (configuration not stated)	-1%	5%	x
CCCc1cc(=O)c2ccc(OC/C(C)=N/O)cc2o1	-23%	4%	-1%
COCCn1c(=O)c(-c2ccc(OC)cc2)nc2cnc(Nc3cccc(OC)c3)nc21	-19%	4%	x
COc1cc(Cc2nc3ccc(S(=O)(=O)N4CCOCC4)cc3[nH]2)cc(OC)c1OC	u	u	-2%
CCN(CC)CCCn1c(=S)[nH]c2ccc(Cl)cc2c1=O	-2%	-4%	3%
COC(=O)Nc1ccc(N2CCOCC2)c(S(=O)(=O)N2CCOCC2)c1	6%	-1%	2%
Cc1cc(C)n2nc(SCc3nnc(SCCCCl)o3)nc2n1	-16%	-9%	4%
CC(=O)c1c(NCCc2ccccc2)cc(C)oc1=O	-11%	u	-2%
CC1CN(C(=O)CSc2ncnc3sccc23)CC(C)O1 (configuration not stated)	-20%	-17%	0%
COc1ccc(C(=O)N/N=C/c2cn[nH]c2-c2ccc(OC)cc2OC)cc1	u	u	5%
O=C(COC(=O)c1ccc(S(=O)(=O)N2CCCCC2)cc1)NC1CCCCC1	5%	3%	x
COc1ccc(CNC(=O)Cn2cccc2C(=O)c2ccccc2C)cc1	-16%&-8%	u	1%&3%
COc1ccc(CNC(=O)CN2C(=O)NC(C)(c3cccc4ccccc34)C2=O)cc1OC (configuration not stated)	-23%	-21%	1%
Cc1cccc(CCNC(=O)CCc2c(C)nc3c(c(C)nn3-c3ccccc3)c2C)c1	15µM*	12µM*	0%
Cc1[nH]n(-c2cccc(Cl)c2)c(=O)c1C=NCc1ccco1	29%	2%	-5%
COc1ccccc1NC(=O)c1nc(SCc2ccccc2F)ncc1Cl	-7%	u	x
Cc1ccc(S(=O)(=O)N(C)C)cc1NC(=O)CN1C(=O)NC2(CCCCCCC2)C1=O	-12%	-5%	2%
Cc1cc(C)n(C(N)=NC(=O)c2ccccc2)n1	0%	6%	x
COc1ccc2nc(NC(=O)CCc3cc(OC)c(OC)c(OC)c3)sc2c1	21µM*	u	5%
CCC1N=C(SC)NC(C)=C1C(=O)c1ccccc1 (configuration not stated)	-28%	-20%	4%
COc1ccc(NC(=O)c2csc3c2CCCCC3)cc1	u	u	-1%
CC1(C)CC(=O)C(C2C3=C(CC(C)(C)CC3=O)Oc3ccccc32)=C(O)C1 (configuration not stated)	-28%	-29%	0%
CCN(c1ccccc1)S(=O)(=O)c1ccc(Cl)c(NC(=O)CSc2n[nH]c(N)n2)c1	u	-11%	6%
COc1ccc(-c2noc(CC(=O)Nc3ccc(F)cc3F)n2)cc1	-12%	-14%	3%
CCC1SC(N)=NC1=O (configuration not stated)	-14%	0%	2%
CC(Cc1ccccc1)NC(=O)c1ccc([N+](=O)[O-])cc1 (configuration not stated)	-23%	u	2%
COc1cc(OC)c(C(=O)OCC(=O)NC2CCCC2)cc1OC	11%	-10%	x
Fc1ccc(-c2nc3c4ccccc4ccn3c2CC2CCCCC2)cc1	21µM*	15µM*	x
Cc1ccc(OCC(=O)Nc2ccccc2F)cc1	4%	1%	x
COc1ccc([N+](=O)[O-])cc1N(CC(=O)N1CCOCC1)S(C)(=O)=O	-11%	0%	5%
O=C(O)COc1ccccc1C(Nc1ccccn1)c1cc(Cl)c2cccnc2c1O (configuration not stated)	u	-25%	-4%
COc1ccccc1-c1nnc(SCC(=O)N2CCCCC2)o1	0%	0%	2%
O=C(COC(=O)C1CC(=O)N(Cc2ccccc2)C1)Nc1ccc2c(c1)OCO2 (configuration not stated)	-10%	-6%	2%
COc1cc(/C=N/N2CCN(Cc3ccc(C)cc3)CC2)cc(OC)c1O	-38%	u	x
COc1ccc(/C=N/Nc2nc3ccccc3c(=O)n2-c2ccccc2)cc1OC	u	u	2%
O=C(CC(Nc1ccccc1)c1ccc(F)cc1)c1ccccc1 (configuration not stated)	u	u	-1%
COc1ccccc1NC(=O)CS(=O)(=O)c1cn(CC(=O)N2CCCC2)c2ccccc12	-5%	1%	4%
CCc1c(C)sc(NC(=O)/C=C/c2ccc3c(c2)OCO3)c1C(=O)OC	-1%	-3%	0%
COc1ccc(NC(=O)C(=O)NNC(=O)c2cccs2)cc1	u	-26%	3%
CC(C)(CNc1ccc(C(F)(F)F)cc1[N+](=O)[O-])N1CCOCC1	-3%	-12%	8%
Cc1ccc2[nH]c3c(=O)n(CC(=O)N4CCCCC4)ncc3c2c1	17%	-16%	0%
COc1cccc(CNC(=O)CN2C(=O)COc3ccc(S(=O)(=O)N4CCC(C)CC4)cc32)c1	-6%	-26%	3%
O=C(NCc1ccc(Cl)cc1)c1ccc(-c2ccccc2C(F)(F)F)o1	23µM*	21µM*	-3%
COC(=O)C1=C(C)N(Cc2ccccc2)C(=NCc2cccc(Cl)c2)N[C@H]1c1ccccc1	21µM*	12µM*	1%

Part of the list above in another layout.
| Structure | DT40 TDP1 no CPT | TDP1 cell CPT | TDP1 inh |
| --- | --- | --- | --- |
| COc1ccccc1NC(=O)CS(=O)(=O)c1cn(CC(=O)N2CCCC2)c2ccccc12 | -5% | 1% | 4% |
| CCc1c(C)sc(NC(=O)/C=C/c2ccc3c(c2)OCO3)c1C(=O)OC | -1% | -3% | 0% |
| COc1ccc(NC(=O)C(=O)NNC(=O)c2cccs2)cc1 | u | -26% | 3% |
| CC(C)(CNc1ccc(C(F)(F)F)cc1[N+](=O)[O-])N1CCOCC1 | -3% | -12% | 8% |
| Cc1ccc2[nH]c3c(=O)n(CC(=O)N4CCCCC4)ncc3c2c1 | 17% | -16% | 0% |
| COc1cccc(CNC(=O)CN2C(=O)COc3ccc(S(=O)(=O)N4CCC(C)CC4)cc32)c1 | -6% | -26% | 3% |

Fetched one by one from above, 4 records:
SMILES	DT40 TDP1 no CPT	TDP1 cell CPT	TDP1 inh
Cc1nn(-c2cccc(C(F)(F)F)c2)c(Cl)c1/C=N/Nc1cccc(C(=O)O)c1	-4%	-24%	8%
COc1ccc(NC(=O)c2csc3c2CCCCC3)cc1	u	u	-1%
CC(=O)c1c(NCCc2ccccc2)cc(C)oc1=O	-11%	u	-2%
CCN(CC)CCCn1c(=S)[nH]c2ccc(Cl)cc2c1=O	-2%	-4%	3%

Following part.
SMILES	DT40 TDP1 no CPT	TDP1 cell CPT	TDP1 inh
COc1cccc(CN(C)C(=O)CCN=C2NS(=O)(=O)c3ccccc32)c1OC	-4%	9%	1%
Cc1cc(Cl)c(OCCCN(C)C)c(Br)c1	-24%	-1%	3%
CC1CCC(NC(=O)c2cc(Cl)nc3ccccc23)CC1 (configuration not stated)	-24%	0%	0%
O=C(Nc1ccccc1)N1CCCN(c2ccc(C(F)(F)F)cn2)CC1	u	u	x
CCCCN(CC)CCCNC(=O)CC1Nc2ccccc2NC1=O (configuration not stated)	2%	3%	7%
COc1ccc(-c2noc(C(C)n3nc(C)c([N+](=O)[O-])c3C)n2)cc1OC (configuration not stated)	u	u	4%
Cc1ccc(C(=O)N2CCN(CCNC(=O)C(=O)NC(C)C)CC2)cc1	-13%	34%[activator]	0%
COc1ccccc1/C=C/[C@@H]1C[C@H]2CN(Cc3cccc(Cl)c3)C(=O)[C@]23CCCN13	21µM*	10µM*	2%
COc1cc(C(=O)N/N=C/c2sc(N3CCOCC3)nc2-c2ccccc2)cc(OC)c1OC	-29%	-8%	4%
O=C(Nc1cc(S(=O)(=O)N2CCCCCC2)ccc1OCC(F)(F)F)C1CCC1	-13%	-10%	4%
O=S(=O)(Nc1ccc(S(=O)(=O)N2CCCCC2)cc1)c1cccs1	1%	7%	2%
Cc1cc(F)ccc1-c1cc(C(=O)NCc2ccccc2)[nH]n1	u	26µM*	x
Cc1noc(/C=C/c2ccccc2F)c1S(=O)(=O)N1CCC(C(=O)Nc2ccc(C#N)cc2)CC1	8.2µM*	12µM*	7%
Cn1c(=O)cc(SCC(=O)N2CCN(C(=O)c3ccco3)CC2)c2ccccc21	-1%	-29%	11%
O=C(CC1Sc2ncnn2C1=O)Nc1ccc(Br)cc1 (configuration not stated)	4.6µM*	2.1µM*	-2%
CCOC(=O)C(CC)Sc1cc(C)nc2ccc(OC)cc12 (configuration not stated)	u	u	2%
CC(=O)C(C(c1ccccc1)c1c[nH]c2ccccc12)[N+](=O)[O-] (configuration not stated)	5.8µM*	6.5µM*	x
C=CCc1ccc(OCCCCN2CC(C)CC(C)C2)c(OC)c1 (configuration not stated)	21µM*	16µM*	-11%
CC1=C(C#N)C(NC(=O)c2ccccc2Cl)(C(F)(F)F)C(=O)N1 (configuration not stated)	2%&-1%	-6%&-17%	5%&1%
COc1cccc(/C=C/C(=O)OCC(=O)c2ccc[nH]2)c1	-21%	-7%	x
CC(C)(C)Nc1c(-c2cccs2)nc2ccccn12	u	0%	3%
O=C1c2ccccc2CN1CCNS(=O)(=O)c1ccc2ccccc2c1	-29%	u	0%
OCC1OC(n2cnc3c(NCCc4ccccc4)ncnc32)C(O)C1O (configuration not stated)	-11%	6%	x
COc1ccc2c(C)cc(N3CCOCC3)nc2c1	0%	6%	-2%
Fc1ccc(COc2cccc(CNCc3ccncc3)c2)cc1	8.2µM*	u	5%
Brc1ccc2nc(-c3ccccc3)c(Nc3ccc4c(c3)OCO4)n2c1	-18%	-19%	7%
CCN(CC)CCNC(=O)c1[nH]c2ccccc2c1Sc1ccc(Cl)cc1	u	u	11%
Cc1ccc(NC(=O)CCc2c(C)nc3ncnn3c2C)cc1Cl	-23%	6%	-3%
O=C(O)CC1c2ccccc2C=Cc2ccccc21	1%	-4%	0%
COc1ccc(C(=O)C2CCCN(C(=O)c3cccnc3OC)C2)c(C)c1 (configuration not stated)	u	u	3%

Just TDP1 cell CPT, for seven of the compounds above:
compound,TDP1 cell CPT
COc1ccc(C(=O)N/N=C/c2cn[nH]c2-c2ccc(OC)cc2OC)cc1,u
O=C(COC(=O)c1ccc(S(=O)(=O)N2CCCCC2)cc1)NC1CCCCC1,3%
COc1ccc(CNC(=O)Cn2cccc2C(=O)c2ccccc2C)cc1,u
COc1ccc(CNC(=O)CN2C(=O)NC(C)(c3cccc4ccccc34)C2=O)cc1OC (configuration not stated),-21%
Cc1cccc(CCNC(=O)CCc2c(C)nc3c(c(C)nn3-c3ccccc3)c2C)c1,12µM*
Cc1[nH]n(-c2cccc(Cl)c2)c(=O)c1C=NCc1ccco1,2%
COc1ccccc1NC(=O)c1nc(SCc2ccccc2F)ncc1Cl,u

More results
SMILES	DT40 TDP1 no CPT	TDP1 cell CPT	TDP1 inh
COc1ccc(C(=O)NN2CC(O)=C(c3nc4ccccc4n3C)C2=N)cc1OC	4%	-5%	3%
CCc1nnc(NC(=O)CSc2nnc(CNc3cccc(Cl)c3)n2CC)s1	-3%	-19%	7%
Nc1nonc1-n1nnc(C(=O)N/N=C/c2ccc(Br)cc2)c1CSC1=NCCS1	26µM*	u	0%
CC(C)(C)OC(=O)C[C@@H]1C/C=C\C[C@H](CC(=O)N[C@@H](CO)Cc2ccccc2)C(=O)N[C@H](Cc2ccccc2)COC1=O	u	u	0%
COc1ccccc1N(C(=O)CCl)c1cn(C(C)=O)c2ccccc12	4.6µM*	4.6µM*	6%
Cc1nc(CCNC(=O)CC2C(=O)NCCN2Cc2ccccc2)sc1C (configuration not stated)	5%	-15%	3%[56.1 µM]
CN(CC(=O)Nc1cccc(F)c1)C(=O)c1sccc1-c1ccccc1	-21%	-9%	5%
Cc1oc(-c2ccc(C(=O)NCc3ccccc3)cc2)nc1CS(=O)(=O)c1ccccc1	u	-18%	6%
CC(=O)Nc1ccc(Cl)cc1C(=O)c1ccc[nH]1	-5%	16%	x
CC(C)CC(=O)N1CCC(O)(CS(=O)(=O)Cc2ccccc2Cl)CC1	-3%	-4%	-3%
O=C(CCS(=O)(=O)c1ccc(Br)cc1)Nc1cc(F)ccc1F	u	-26%	-13%
Cc1ccccc1-c1cncnc1Nc1ccc(F)cc1	-24%	-29%	x
